ANO1 activ = mouse TMEM16A channel activation, primary screen; Q8BHY3; HEK293 TMEM16A/YFP-H148Q/I152L, iodide quench fluorescence; active compounds read low; B-score at 10 µM; 0.3% of 340,000 active; AID 623877;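 active = fluorescence-ratio B-score plate-corrected deviation score at least 3 library SD below zero, with starting fluorescence score within 5 deviations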;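 also: channel opened by trigger with iodide after compound preincubation; score built on the fluorescence ratio of max minus min over baseline; more negative score means more quench and so TMEM16A activation or potentiation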
Target sequence (Q8BHY3 whole entry, looked up): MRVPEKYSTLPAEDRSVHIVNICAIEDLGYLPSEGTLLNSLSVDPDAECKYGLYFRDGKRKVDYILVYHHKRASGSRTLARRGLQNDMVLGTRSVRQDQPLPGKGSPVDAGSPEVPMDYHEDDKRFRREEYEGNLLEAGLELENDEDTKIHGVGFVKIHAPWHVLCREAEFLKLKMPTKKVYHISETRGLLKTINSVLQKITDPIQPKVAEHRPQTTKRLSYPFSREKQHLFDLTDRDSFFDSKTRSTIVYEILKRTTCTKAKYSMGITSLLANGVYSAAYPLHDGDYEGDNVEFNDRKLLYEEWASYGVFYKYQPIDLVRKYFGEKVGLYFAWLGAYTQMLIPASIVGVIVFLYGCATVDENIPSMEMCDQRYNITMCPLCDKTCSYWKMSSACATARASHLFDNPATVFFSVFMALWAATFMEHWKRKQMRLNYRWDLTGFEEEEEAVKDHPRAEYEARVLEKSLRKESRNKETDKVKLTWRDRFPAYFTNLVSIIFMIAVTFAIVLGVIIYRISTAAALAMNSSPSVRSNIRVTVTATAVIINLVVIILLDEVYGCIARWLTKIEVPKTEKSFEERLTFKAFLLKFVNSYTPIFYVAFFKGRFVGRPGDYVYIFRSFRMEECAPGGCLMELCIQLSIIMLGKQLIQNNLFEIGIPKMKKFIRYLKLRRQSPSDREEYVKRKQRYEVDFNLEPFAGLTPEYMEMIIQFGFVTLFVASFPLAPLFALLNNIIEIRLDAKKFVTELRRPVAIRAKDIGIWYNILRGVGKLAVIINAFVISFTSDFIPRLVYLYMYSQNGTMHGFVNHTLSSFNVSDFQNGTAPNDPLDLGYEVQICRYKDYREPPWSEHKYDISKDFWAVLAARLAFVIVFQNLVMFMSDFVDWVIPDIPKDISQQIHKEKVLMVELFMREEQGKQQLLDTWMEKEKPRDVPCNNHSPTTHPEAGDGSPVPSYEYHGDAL
HDAC3 inh = blocks human histone deacetylase 3 | O15379 | recombinant HDAC3, fluorogenic peptide/trypsin coupled, fluorescence | inhibition, % at 8.3 µM | 0.15% of 320,000 active | AID 2718; in the data active = inhibition above about 26%, passing the limit was not always enough; inconclusive = no clear call, values can overlap the other calls
KCNK3 block = human KCNK3 channel inhibition, primary screen | O14649 | CHO-KCNK3 thallium flux, FluxOR fluorescence; active compounds read low | B-score at 10 µM | 0.84% of 340,000 active;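 active = B-score under library mean minus 4 SD, starting fluorescence ratio at most library mean plus 5 SD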;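 also: more negative B-score means stronger inhibition of thallium flux through KCNK3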
* hit, by the source's call. Some of the compounds tested; rates above refer to the full screens.

How did O=C(Cn1[nH]c(=O)c2ccccc2c1=O)N1CCN(S(=O)(=O)c2ccc(Cl)cc2)CC1 do in these assays?
ANO1 activ: inactive; HDAC3 inh: -2; KCNK3 block: inactive

How did O=C(COC(=O)c1ccc(OC(F)F)cc1)NCc1cccs1 do in these assays?
ANO1 activ: inactive; HDAC3 inh: 2; KCNK3 block: inactive

Results for O=C(COC(=O)CCSc1ccccc1)Nc1ccccc1 ?
ANO1 activ: inactive; HDAC3 inh: 1; KCNK3 block: inactive

What do the screens show for `CC1CN(C(=O)c2cc(-c3ccncc3)nc3ccccc23)CC(C)O1` (stereo not drawn)?
ANO1 activ: inactive; HDAC3 inh: 2; KCNK3 block: inactive

Results for O=C(O)COc1ccccc1C=NNc1ccc([N+](=O)[O-])cc1S(=O)(=O)Nc1ccc(Cl)cc1 ?
ANO1 activ: inactive; HDAC3 inh: 13; KCNK3 block: inactive

Results for Clc1ccccc1-c1ccc2ncnc(NCc3ccc4c(c3)OCO4)c2c1 ?
ANO1 activ: inactive; HDAC3 inh: 3; KCNK3 block: inactive

What do the screens show for `O=C1Nc2ccccc2CCc2ccccc21`?
ANO1 activ: inactive; HDAC3 inh: 25; KCNK3 block: inactive

What do the screens show for `COc1ccc(OCC(=O)N2c3ccccc3CC2C)c([N+](=O)[O-])c1` (stereo not drawn)?
ANO1 activ: inactive; HDAC3 inh: 8; KCNK3 block: inactive

What do the screens show for `O=C(COC(=O)/C=C/c1ccccc1Cl)NC(=O)NCc1ccccc1`?
ANO1 activ: inactive; HDAC3 inh: 6; KCNK3 block: inactive

How did CC(C)(C)OC(=O)[C@H](CCCCN)NC(=O)c1nc[nH]c1C(=O)N[C@@H](CCCCN)C(=O)OC(C)(C)C do in these assays?
ANO1 activ: inactive; HDAC3 inh: 0; KCNK3 block: inactive

Results for O=C(NCc1ccccc1CN1CCCC1)C1CCN(S(=O)(=O)c2ccc(F)c(F)c2)CC1 ?
ANO1 activ: inactive; HDAC3 inh: 4; KCNK3 block: inactive

What do the screens show for `Cc1ccc(S(=O)(=O)N2CCOCC2)cc1C(=O)OCC(=O)c1ccc[nH]1`?
ANO1 activ: inactive; HDAC3 inh: -14; KCNK3 block: inactive

As a short view, part of the list above.
How did O=C(Cn1[nH]c(=O)c2ccccc2c1=O)N1CCN(S(=O)(=O)c2ccc(Cl)cc2)CC1 do in these assays?
ANO1 activ: inactive; HDAC3 inh: -2; KCNK3 block: inactive

How did O=C(COC(=O)c1ccc(OC(F)F)cc1)NCc1cccs1 do in these assays?
ANO1 activ: inactive; HDAC3 inh: 2; KCNK3 block: inactive

New compounds follow.
What do the screens show for `CC1CCCC(C)N1C(=O)c1ccc(S(=O)(=O)N2CCCC2)cc1` (stereo not drawn)?
ANO1 activ: inactive; HDAC3 inh: -1; KCNK3 block: inactive

How did CC(=O)c1ccc(OC(=O)CCNC(=O)c2ccccc2)cc1 do in these assays?
ANO1 activ: inactive; HDAC3 inh: 16; KCNK3 block: inactive

Results for COc1ccc(C(=O)NCC(=O)N2CC=C(c3ccccc3)CC2)cc1OC ?
ANO1 activ: inactive; HDAC3 inh: -5; KCNK3 block: inactive

What do the screens show for `Cc1cc(Br)ccc1NC(=O)CN(C)C(=O)CNC(=O)Cc1ccccc1`?
ANO1 activ: inactive; HDAC3 inh: 1; KCNK3 block: inactive

What do the screens show for `CC(C)(C)OC(=O)C[C@H]1C/C=C\C[C@H](CC(=O)NCCO)C(=O)NCCOC1=O`?
ANO1 activ: inactive; HDAC3 inh: -1; KCNK3 block: inactive

What do the screens show for `O=C(COC(=O)CCc1c[nH]c2ccccc12)Nc1ccccc1C(F)(F)F`?
ANO1 activ: inactive; HDAC3 inh: 2; KCNK3 block: inactive

Results for O=C(CNC(=O)c1ccc2c(c1)OCO2)NCCOc1ccc(Cl)cc1 ?
ANO1 activ: inactive; HDAC3 inh: 1; KCNK3 block: inactive

What do the screens show for `C=CC[C@@H](CC(=O)N(CCO)Cc1ccccc1)C(=O)N[C@@H](COC(=O)[C@H](CC=C)CC(=O)OC(C)(C)C)Cc1c[nH]c2ccccc12`?
ANO1 activ: inactive; HDAC3 inh: 33*; KCNK3 block: inactive

What do the screens show for `O=C(NC1(Cc2ccccc2)CCN(CCCc2ccccc2)C1=O)c1ccccc1` (stereo not drawn)?
ANO1 activ: inactive; HDAC3 inh: 6; KCNK3 block: inactive

How did Cn1nnnc1Sc1ncnc2scc(-c3cccc(S(C)(=O)=O)c3)c12 do in these assays?
ANO1 activ: inactive; HDAC3 inh: 2; KCNK3 block: inactive

How did O=C(OCC(=O)C12CC3CC(CC(C3)C1)C2)c1ccc(CO)cc1 do in these assays?
ANO1 activ: inactive; HDAC3 inh: 3; KCNK3 block: inactive

Results for COCCn1c(SCC(=O)NCCCN2CCCC2=O)nc2ccccc2c1=O ?
ANO1 activ: inactive; HDAC3 inh: 0; KCNK3 block: inactive

How did Cc1ccccc1NC(=O)Cc1nc(COC(=O)COc2ccc(C(C)(C)C)cc2)cs1 do in these assays?
ANO1 activ: inactive; HDAC3 inh: 21; KCNK3 block: inactive

Results for C[C@@H]1COC(=O)[C@H](NC(=O)OCC2c3ccccc3-c3ccccc32)C/C=C\C[C@@H](CC(=O)N(CCO)Cc2ccccc2)C(=O)N1 ?
ANO1 activ: inactive; HDAC3 inh: 0; KCNK3 block: inactive

How did COc1cc2cnc(-c3cccnc3)cc2cc1OC do in these assays?
ANO1 activ: inactive; HDAC3 inh: -2; KCNK3 block: inactive

What do the screens show for `COC(=O)[C@H](CC(C)C)NS(=O)(=O)N(Cc1ccccc1)[C@@H](CC(C)C)C(=O)OC`?
ANO1 activ: inactive; HDAC3 inh: 31*; KCNK3 block: inactive

Results for O=C(COc1ncnc2ccccc12)NC1CCCCC1 ?
ANO1 activ: inactive; HDAC3 inh: 11; KCNK3 block: inactive

How did Cc1ccc(OCC(=O)N2CC(C)CC(C)C2)c([N+](=O)[O-])n1 (stereo not drawn) do in these assays?
ANO1 activ: inactive; HDAC3 inh: 1; KCNK3 block: inactive

Results for Cc1cc(C)cc(OCC(=O)OCC(=O)Nc2cc(S(=O)(=O)N3CCOCC3)ccc2Cl)c1 ?
ANO1 activ: inactive; HDAC3 inh: 5; KCNK3 block: inactive

What do the screens show for `CC(C)N(C(=O)CSc1ccc(S(=O)(=O)N2CCCCC2)cn1)c1ccccc1`?
ANO1 activ: inactive; HDAC3 inh: inconclusive; KCNK3 block: inactive

Results for Cc1cccc(C(=O)OCC(=O)c2c(C)[nH]c3ccccc23)c1O ?
ANO1 activ: inactive; HDAC3 inh: 13; KCNK3 block: inactive

How did C[C@H](CO)N1C[C@H](C)[C@@H](CN(C)C(=O)Nc2ccccc2)Oc2c(NC(=O)Cc3ccccc3)cccc2C1=O do in these assays?
ANO1 activ: inactive; HDAC3 inh: -3; KCNK3 block: inactive

How did CCOc1ccc(NC(=O)CN(C)C(=O)c2ccccc2Cc2ccccc2)cc1OCC do in these assays?
ANO1 activ: inactive; HDAC3 inh: 6; KCNK3 block: inactive

What do the screens show for `O=C(NC1CCCCCCC1)c1ccc(F)c(S(=O)(=O)N2CCOCC2)c1`?
ANO1 activ: inactive; HDAC3 inh: 0; KCNK3 block: inactive

What do the screens show for `COc1ccc2sc(-c3ccccc3OC)c(-c3ccc4c(c3)OCCO4)c2c1`?
ANO1 activ: inactive; HDAC3 inh: -2; KCNK3 block: inactive

How did C[C@H]1COC(=O)[C@@H](Cc2ccc(F)cc2)C/C=C\C[C@H](CC(=O)NCCO)C(=O)N1 do in these assays?
ANO1 activ: inactive; HDAC3 inh: 0; KCNK3 block: inactive

How did O=C(COc1ccccc1[N+](=O)[O-])NCC1COc2ccccc2O1 (stereo not drawn) do in these assays?
ANO1 activ: inactive; HDAC3 inh: -4; KCNK3 block: inactive

What do the screens show for `C=CC[C@H](CC(=O)NCCO)C(=O)NC[C@H](OC(=O)[C@@H](CC=C)Cc1ccc(F)cc1)c1ccccc1`?
ANO1 activ: inactive; HDAC3 inh: 7; KCNK3 block: inactive

What do the screens show for `O=C(CNC(=O)c1ccccc1F)NCc1ccncc1`?
ANO1 activ: inactive; HDAC3 inh: -9; KCNK3 block: inactive

Results for CNc1snc(C)c1C(=O)OCC(=O)c1cc(F)ccc1OC ?
ANO1 activ: inactive; HDAC3 inh: -5; KCNK3 block: inactive

How did CCN(C(=O)COC(=O)c1ccc2c(c1)OCO2)c1ccccc1 do in these assays?
ANO1 activ: inactive; HDAC3 inh: 4; KCNK3 block: inactive

What do the screens show for `Cc1ccccc1NC(=O)COC(=O)[C@@H]1CCCN1C(=O)c1cccs1`?
ANO1 activ: inactive; HDAC3 inh: -1; KCNK3 block: inactive

What do the screens show for `CC(=O)N1CCN(C(=O)COC(=O)c2ccc(S(C)(=O)=O)cc2)CC1`?
ANO1 activ: inactive; HDAC3 inh: 4; KCNK3 block: inactive

What do the screens show for `Cc1cccc(C(=O)OCC(=O)N(C)CC(=O)Nc2ccc(Cl)c(C(F)(F)F)c2)c1`?
ANO1 activ: inactive; HDAC3 inh: 19; KCNK3 block: inactive

How did Cn1nnnc1SCC(=O)c1c(N)n(C2CC2)c(=O)[nH]c1=O do in these assays?
ANO1 activ: inactive; HDAC3 inh: 1; KCNK3 block: inactive

Results for C=CC[C@@H](Cc1ccc(F)cc1)C(=O)OC[C@@H]1CCCN1C(=O)[C@@H](CC=C)CC(=O)NCCO ?
ANO1 activ: inactive; HDAC3 inh: -7; KCNK3 block: inactive

5 entries from above, arranged by number of heavy atoms, high to low.
What do the screens show for `C=CC[C@H](CC(=O)NCCO)C(=O)NC[C@H](OC(=O)[C@@H](CC=C)Cc1ccc(F)cc1)c1ccccc1`?
ANO1 activ: inactive; HDAC3 inh: 7; KCNK3 block: inactive

What do the screens show for `COc1ccc2sc(-c3ccccc3OC)c(-c3ccc4c(c3)OCCO4)c2c1`?
ANO1 activ: inactive; HDAC3 inh: -2; KCNK3 block: inactive

How did O=C(COc1ccccc1[N+](=O)[O-])NCC1COc2ccccc2O1 (stereo not drawn) do in these assays?
ANO1 activ: inactive; HDAC3 inh: -4; KCNK3 block: inactive

Results for CNc1snc(C)c1C(=O)OCC(=O)c1cc(F)ccc1OC ?
ANO1 activ: inactive; HDAC3 inh: -5; KCNK3 block: inactive

What do the screens show for `O=C(CNC(=O)c1ccccc1F)NCc1ccncc1`?
ANO1 activ: inactive; HDAC3 inh: -9; KCNK3 block: inactive

(listing goes on)
How did CCCCN1C(=N)N([C@@H](CN2CCC[C@H]2CN2C(N)=NC[C@@H]2Cc2ccccc2)C(C)C)C[C@H]1Cc1ccccc1 do in these assays?
ANO1 activ: inactive; HDAC3 inh: 1; KCNK3 block: inactive

How did CC1CCCC(C)N1C(=O)COC(=O)COc1ccccc1C#N (stereo not drawn) do in these assays?
ANO1 activ: inactive; HDAC3 inh: 3; KCNK3 block: inactive

How did O=C(COC(=O)c1ccccc1Br)Nc1cccnc1Cl do in these assays?
ANO1 activ: inactive; HDAC3 inh: 8; KCNK3 block: inactive

How did CCOc1ccc(C(=O)NNC(=O)CNC(=O)c2ccc(C)s2)cc1OC do in these assays?
ANO1 activ: inactive; HDAC3 inh: 5; KCNK3 block: inactive

How did COc1cc(C(=O)NNC(=O)COc2cccc(F)c2)ccc1OCC(=O)N1CCOCC1 do in these assays?
ANO1 activ: inactive; HDAC3 inh: -4; KCNK3 block: inactive

What do the screens show for `Cc1ccc(-c2csc(NCCn3c(C)nc4cc(C(F)(F)F)ccc43)n2)cc1`?
ANO1 activ: inactive; HDAC3 inh: inconclusive; KCNK3 block: inactive

Results for CC(=O)Nc1ccc(C2=CC(=O)CC(C)(C)C2)cc1 ?
ANO1 activ: inactive; HDAC3 inh: 2; KCNK3 block: inactive

What do the screens show for `O=C(Nc1cc(S(=O)(=O)N2CCCCC2)ccc1Cl)c1ccncc1`?
ANO1 activ: inactive; HDAC3 inh: -1; KCNK3 block: inactive

How did CCOC(=O)[C@H]1[C@H]2COc3ccc(Cl)cc3[C@@H]2N2C(=O)CN(Cc3ccc(C)cc3)C(=O)[C@@]12C do in these assays?
ANO1 activ: inactive; HDAC3 inh: -2; KCNK3 block: inactive

Results for C/C(=N\NC(=O)c1cccc(S(=O)(=O)N2CCCC2)c1)c1ccncc1 ?
ANO1 activ: inactive; HDAC3 inh: 2; KCNK3 block: inactive

How did COc1ccc(C(=O)OCC(=O)c2ccc[nH]2)cc1 do in these assays?
ANO1 activ: inactive; HDAC3 inh: -2; KCNK3 block: inactive

Results for CC(Oc1ccccc1F)C(=O)NNC(=O)c1cccc(S(=O)(=O)N2CCN(C)CC2)c1 (stereo not drawn) ?
ANO1 activ: inactive; HDAC3 inh: -1; KCNK3 block: inactive

What do the screens show for `CC(C)(C)C1CCC(C(=O)Nc2ccccc2N2CCOCC2)CC1` (stereo not drawn)?
ANO1 activ: inactive; HDAC3 inh: 6; KCNK3 block: inactive

How did CC(C)NC(=O)N(C)C[C@H]1Oc2ccc(NC(=O)NC3CCCCC3)cc2C(=O)N([C@H](C)CO)C[C@@H]1C do in these assays?
ANO1 activ: inactive; HDAC3 inh: -3; KCNK3 block: inactive

Results for C[C@H](CO)N1C[C@H](C)[C@@H](CN(C)C)Oc2c(NS(=O)(=O)c3ccc(F)cc3)cccc2C1=O ?
ANO1 activ: inactive; HDAC3 inh: 0; KCNK3 block: inactive

How did O=C(N/N=C/c1ccccc1C(=O)O)c1cccc(S(=O)(=O)N2CCOCC2)c1 do in these assays?
ANO1 activ: inactive; HDAC3 inh: 2; KCNK3 block: inactive

How did CCN(C(=O)CSc1nc(C)nc2sc(C)c(C)c12)c1ccc(F)cc1 do in these assays?
ANO1 activ: -41*; HDAC3 inh: 2; KCNK3 block: inactive

Results for CCOc1ccc(Br)cc1S(=O)(=O)Nc1ccc(S(=O)(=O)Nc2cc(C)on2)cc1 ?
ANO1 activ: inactive; HDAC3 inh: -3; KCNK3 block: inactive
